# Compound activity: PubChem BioAssay, several laboratories
# DAX1 inh-1 – DAX1 (NR0B1) inhibition, primary screen. HEK293T StAR-luciferase reporter, SF-1/DAX-1 repression relief. inhibition, % at 6.8 µM. 370,000 tested, 1.1% active. AID 652010;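 active means inhibition above the mean over all tested compounds plus 3 SD, cut at about 3.6% in these data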;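 further: 0% = DAX-1 cells with DMSO and 100% = cells lacking DAX-1 with DMSO; higher inhibition means more luminescence from relief of DAX-1 repression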
# GC-A act – GC-A (human) enzyme activation | P16066 | 370,000 tested, 0.14% active | activation, % at 10 µM | HEK293 GC-A cells, cGMP TR-FRET, EC30 ANP; 0% at EC30 ANP, 100% saturating ANP; in the data active means activation above about 40%
# FXN GAA850 act – increases GAA850 frataxin promoter reporter activity | HEK293 lucGAA850 FXN promoter luciferase reporter, 24 h; percent of 10 µM SAHA response | activation, % at 6 µM | 360,000 tested, 0.56% active;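 active means activation above the average of all compounds screened plus 3 SD, cutoff fixed separately per campaign, cut at about 7.5% in these data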;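 further: 0% = DMSO wells and 100% = 10 µM SAHA wells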
# GC-B act – GC-B (human) receptor activation. P20594. activation, % at 10 µM. 370,000 tested, 0.11% active. HEK293-GC-B cells, CNP EC30, cGMP TR-FRET; 0% at EC30 CNP, 100% saturating CNP;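 active means activation at 10 µM reaching about 35% in either raw or pattern-adjusted values, limit read from the data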
# Target sequence (P20594 whole entry, looked up): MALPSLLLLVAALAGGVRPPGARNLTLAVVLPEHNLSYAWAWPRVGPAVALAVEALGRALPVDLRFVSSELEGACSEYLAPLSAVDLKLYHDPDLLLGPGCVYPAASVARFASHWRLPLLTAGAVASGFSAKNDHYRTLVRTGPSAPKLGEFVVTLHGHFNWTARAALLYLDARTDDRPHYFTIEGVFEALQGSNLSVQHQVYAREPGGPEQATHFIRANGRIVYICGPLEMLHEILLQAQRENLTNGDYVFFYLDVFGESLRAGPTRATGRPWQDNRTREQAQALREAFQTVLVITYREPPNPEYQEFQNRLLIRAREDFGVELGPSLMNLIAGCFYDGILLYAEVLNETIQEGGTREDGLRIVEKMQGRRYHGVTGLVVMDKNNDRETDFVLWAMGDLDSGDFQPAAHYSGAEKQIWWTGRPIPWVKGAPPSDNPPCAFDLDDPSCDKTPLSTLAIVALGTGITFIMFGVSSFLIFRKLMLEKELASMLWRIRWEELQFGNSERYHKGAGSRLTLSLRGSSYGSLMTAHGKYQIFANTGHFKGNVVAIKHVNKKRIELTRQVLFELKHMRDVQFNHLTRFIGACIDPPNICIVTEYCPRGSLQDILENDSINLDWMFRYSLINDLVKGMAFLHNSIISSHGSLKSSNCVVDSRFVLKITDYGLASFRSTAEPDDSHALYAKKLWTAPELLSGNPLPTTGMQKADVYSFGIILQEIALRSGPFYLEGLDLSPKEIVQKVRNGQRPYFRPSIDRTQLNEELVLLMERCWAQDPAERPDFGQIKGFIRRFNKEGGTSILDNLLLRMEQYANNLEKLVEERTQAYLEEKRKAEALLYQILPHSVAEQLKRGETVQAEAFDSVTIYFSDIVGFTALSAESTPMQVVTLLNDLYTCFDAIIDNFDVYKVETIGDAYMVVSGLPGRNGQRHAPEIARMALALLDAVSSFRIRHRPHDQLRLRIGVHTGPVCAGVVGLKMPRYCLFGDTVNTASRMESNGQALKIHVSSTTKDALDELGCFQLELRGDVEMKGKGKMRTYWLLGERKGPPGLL
# hgDAF12 agonist – hgDAF-12 agonism, primary luciferase screen; HEK293 GAL4-hgDAF12 UAS-luciferase reporter, agonist luminescence; normalized to butyrate control; 370,000 tested, 1.8% active; activation, % at 6.8 µM;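 active means activation above a cutoff set at the mean of all screened compounds plus 3 SD, cut at about 10% in these data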;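 further: 0% = DMSO wells and 100% = sodium butyrate wells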
# sPLA2-III inh – Blocks human group III sPLA2 activity. Q9NZ20. QFRET BODIPY PC-A2 liposome hydrolysis, fluorescence. inhibition, % at 12.2 µM. 370,000 tested, 0.56% active;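 active means inhibition above mean plus 3 SD of compounds lying within the high and low control bounds, cut at about 19% in these data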;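 further: 0% = median of test compound wells and 100% = no enzyme DMSO wells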
# proKLK7 act – activators of human kallikrein-7 zymogen; P49862; 370,000 tested, 0.9% active; purified proKLK7, EDANS-DABCYL substrate fluorescence; 100% is mature enzyme control, 0% vehicle; activation, % at 7 µM;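 active means activation above the mean of all tested compounds plus 3 SD, computed per campaign excluding outliers beyond control limits, cut at about 13% in these data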
# SMARCA2 activ – increases SMARCA2 function in MMTV reporter cells. AID 652017. MG213 cells, MMTV-luciferase reporter, dexamethasone, overnight. 370,000 tested, 1% active. activation, % at 9.1 µM; in the data active means activation above about 7.8%;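 further: 0% = vehicle wells and 100% = reference activator wells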
# DAX1 inh-2 – NR0B1 (DAX1) inhibition; HEK293 Gal4-DAX1 luciferase reporter, luminescence; inhibition, % at 6.75 µM; P51843; 340,000 tested, 0.99% active; AID 504766;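 active means inhibition above the mean over all tested compounds plus 3 SD, cut at about 4.2% in these data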;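 further: 0% = DAX1-transfected cells with DMSO and 100% = empty-vector control cells with DMSO; inhibition shows as a rise in luminescence from relieved DAX1 repression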
# hcDAF12 agonist – activates DAF-12 receptor from parasite H. contortus | HEK293 hcDAF-12 lit1-tk-luc reporter, luminescence; 0% DMSO, 100% Δ7-dafachronic acid | activation, % at 6.8 µM | 370,000 tested, 1.4% active;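 active means activation above the mean of all tested compounds plus 3 SD, cut at about 5.5% in these data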;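 further: 100% = response to 3 µM Δ7-dafachronic acid high control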
# ssDAF12 agonist – S. stercoralis DAF-12 activation, primary screen | AID 652126 | activation, % at 6.8 µM | HEK293 ssDAF-12/GRIP1 lit1-tk-luc reporter, luminescence; % of 3 µM dafachronic acid response | 370,000 tested, 1% active;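 active means activation above the mean over all tested compounds plus 3 SD, cut at about 0.9% in these data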;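 further: 0% = DMSO-only wells and 100% = 3 µM delta7-dafachronic acid wells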
# The depositor's hits bear a star; · = no result given. Compounds were not picked by outcome; any-hit rate near 6.7%.
# Under each structure: DAX1 inh-1	GC-A act	FXN GAA850 act	GC-B act	hgDAF12 agonist	sPLA2-III inh	proKLK7 act	SMARCA2 activ	DAX1 inh-2	hcDAF12 agonist	ssDAF12 agonist
COc1ccc(/C(C)=N/OCC(=O)Nc2nc3ccccc3s2)cc1OC
→ -0.3	-3	4.3	-3	-0.8	-21	-0.4	0	0.0	-2.5	-2.2
CSc1nc2ccc(NC(=O)c3ccc(F)c(F)c3)cc2s1
→ 1.5	-3	2.9	-3	7.7	-10	0.6	4	1.0	0.9	-0.6
Cc1cccc(C)c1NC(=O)C1c2ccccc2OCC(=O)N1CC(F)(F)F (stereo not given)
→ 2.7	1	·	0	-2.4	-2	-0.1	1	·	1.6	-0.2
CCOc1ccc(N2C(=O)NC(Cc3c[nH]c4ccccc34)C2=O)cc1 (stereo not given)
→ 1.1	4	-0.2	-2	-0.8	-97	-0.5	0	-0.4	0.1	-1.0
COCc1ccc(CN2CCCC(C(=O)Nc3ccc(-c4cccc(OC)c4)cc3)C2)o1 (stereo not given)
→ -0.7	-2	-4.6	0	-2.0	-32	0.8	-2	-0.2	-3.1	-1.4
Cc1cc(C)cc(OCC(=O)OCC(=O)NC2CCCCCCC2)c1
→ 4.3*	-1	-0.2	-6	1.7	0	0.4	-1	1.9	0.3	-1.0
O=C(O)/C=C\C(=O)Nc1ccccc1N1CCN(c2ccccc2)CC1
→ 0.2	2	0.4	5	1.4	0	0.6	1	-0.1	0.1	-1.1
CCc1ccc(/C=N/n2c(C)cc(C)c(C#N)c2=O)cc1
→ 1.1	0	-0.6	8	0.2	3	-0.3	5	-0.5	-0.6	-1.6
O=C(O)CSC(=S)N1CCCCC1
→ 0.5	1	0.3	6	1.1	9	-0.6	-3	1.9	-0.4	-1.0
CC1=C(C(=O)OC2CCCCCCC2)C(c2cc3c(cc2Br)OCO3)CC(=O)N1 (stereo not given)
→ 0.5	-2	3.2	-2	-0.9	-9	0.8	-1	-1.3	-0.2	-1.1
O=C(CC1C(=O)NCCN1Cc1c(F)cccc1Cl)NCCCN1CCCC1=O (stereo not given)
→ -1.1	4	2.0	3	0.6	5	0.5	-2	-0.1	3.3	-0.5
CCN(CC)CC(=O)Nc1ccc(/C(C)=N/NC2=NCCN2)cc1
→ 0.1	3	1.1	-2	-1.6	-3	-1.1	1	0.9	-0.6	-1.4
O=C(O)C1C2CCC(C2)C1C(=O)Nc1cc(F)ccc1F (stereo not given)
→ 0.9	1	-0.7	1	1.0	4	-0.4	-1	0.4	-0.6	-1.1
COc1ccc(NC(=O)CSc2nnc(Cc3cccn3C)n2-c2ccc(F)cc2)cc1OC
→ 0.1	0	-0.2	-1	-0.2	-21	-0.9	-1	1.4	-1.3	-1.5
COc1ccc(-n2c(=O)cc(N3CCOCC3)[nH]c2=O)cc1
→ -0.6	-2	0.0	4	2.0	5	0.4	-3	0.8	-1.7	-1.0
O=C(c1ccc2c(=O)n3c(nc2c1)CCCCC3)N1CCN(c2ccc([N+](=O)[O-])cc2)CC1
→ -0.8	-1	-3.1	0	0.4	-3	0.7	-1	-0.9	-1.0	-1.2
COc1cccc(OC)c1OCCCOc1ccc([N+](=O)[O-])cc1Cl
→ 0.2	-15	2.6	-11	-3.6	-7	-0.4	-3	0.3	-4.2	-1.7
CCOc1cccc(-c2nn3c(-c4cccc(C)c4)nnc3s2)c1
→ 1.3	1	·	2	-0.5	15	-0.5	-5	·	-1.3	-1.3
COc1cc(S(=O)(=O)Nc2cccc3cn[nH]c23)c(OC)cc1Cl
→ 0.1	-16	0.7	-7	-1.7	-20	0.2	0	0.6	-0.3	-1.1
CC(=O)Nc1cc(-c2cccc(N)c2)cn2c(-c3ccccc3)cnc12
→ -3.2	-1	-2.3	-2	-7.1	6	0.2	-3	·	-2.5	-2.1
Cn1c(=O)[nH]c(Nc2ccc(F)cc2)c([N+](=O)[O-])c1=O
→ -0.1	2	0.2	-3	-1.3	-2	0.5	4	0.2	2.8	-1.3
CCOC(=O)CN1C(=O)/C(=C/c2ccccc2Br)Oc2ccccc21
→ 0.5	-4	0.7	-6	-2.1	6	-1.8	-1	0.8	5.6*	-1.3
COc1ccc(CN2C(=O)c3ccccc3C2(C)c2nc3ccccc3[nH]2)cc1 (stereo not given)
→ -0.5	-6	·	-13	-2.1	-4	0.2	-2	·	-0.8	0.4
COc1cc(C(=O)OCC(=O)NC(C)CCc2ccccc2)cc(OC)c1OC (stereo not given)
→ -0.1	-7	-1.7	0	-2.1	-1	0.0	-1	0.8	-1.9	-1.0
COc1ccccc1OCCCn1c(=O)oc2ccc(C)cc21
→ 0.1	-7	3.4	0	-2.0	-6	-0.1	1	-2.2	0.4	-1.3
CCn1c(SCC(=O)Nc2cccc3ccccc23)nnc1-c1cccs1
→ -1.5	1	·	-2	1.6	4	0.3	-6	·	-1.4	-1.3
CC1CCCN(C(=O)COC(=O)c2cc(-c3cccs3)nn2-c2ccccc2)C1 (stereo not given)
→ -0.3	-6	2.1	-5	-0.4	3	-0.2	2	-1.3	-0.8	-0.8
O=C(CCNC(=O)c1ccccc1)OCC(=O)c1ccccc1
→ -0.3	2	0.0	-1	1.0	-1	0.1	3	2.3	-1.2	-1.2
COc1cc(NC(=O)CSc2nnc3c(C)cc4cc(C)cc(C)c4n23)c(C(=O)O)cc1OC
→ -0.1	-1	0.5	-1	11*	8	0.5	-3	-0.5	0.8	-0.1
COc1cc2nc(C3CCC3)n(N)c(=O)c2cc1OC
→ -0.1	-1	0.0	2	-0.6	-3	0.5	-1	0.9	-2.1	-1.3
CCOc1nc2cnccc2n(CC(=O)Nc2c(F)c(F)cc(F)c2F)c1=O
→ -0.1	3	-2.4	1	-1.8	5	-0.3	1	1.2	-2.0	-0.4
CC(=O)N[C@H]1[C@H](OC2CCCCC2)O[C@H](COC(C)=O)[C@@H](OC(C)=O)[C@@H]1OC(C)=O
→ -0.1	-1	-1.2	5	3.4	4	-0.3	3	2.2	1.3	-0.6
CC(=O)NC(c1cc(F)c2cccnc2c1O)C1CC1 (stereo not given)
→ -0.4	2	-4.5	2	-1.7	1	-0.4	1	-0.2	-1.8	-1.5
COc1cc(NC(=O)CN(C)Cc2ccc(OC(F)F)cc2)c(C)cc1[N+](=O)[O-]
→ -0.5	0	2.0	-1	1.9	0	0.1	0	-0.4	-1.7	-1.4
O=C(C(=O)N1CCc2ccccc2C1)c1cn(CC(=O)N2CCCCC2)c2ccccc12
→ -0.4	-4	1.4	2	1.4	-8	-0.1	-2	0.3	2.2	-1.1
COC(=O)C1=C(C)N(Cc2ccc(C(F)(F)F)cc2)C(=NCc2ccccc2C(F)(F)F)NC1c1ccc(C(F)(F)F)cc1 (stereo not given)
→ -0.2	0	·	2	2.2	-10	1.1	1	·	-1.4	-0.7
COc1ccccc1/C=C/C(=O)N1CCN(S(=O)(=O)c2cc(C)ccc2C)CC1
→ -0.8	-12	-2.4	-6	-2.6	-17	-0.6	-1	-0.7	-2.1	-1.3
COC(=O)c1cc(CSC(=N)N)ccc1OCCC(C)C
→ 0.6	-4	1.6	-9	1.1	21*	0.5	-2	0.8	-0.7	-1.2
CN1CCN(c2ccc(S(=O)(=O)Nc3ccccc3)cc2[N+](=O)[O-])CC1
→ -1.9	-5	1.7	-4	-4.7	2	-0.3	-5	-2.2	-2.0	-1.4
C[N+]1(C)CC2=Cc3ccccc3CC2C1 (stereo not given)
→ 0.5	-1	0.1	-1	-0.9	3	-0.4	-4	4.8*	-1.3	-1.6
CCC(CC)c1nnc(NC(=O)c2ccc3ccccc3n2)s1
→ 4.6*	4	3.0	8	9.9	8	0.0	3	2.3	11*	2.1*
CCN(CC)C(=O)C(C)N(C#N)c1nc(SC)nc(N(C)C)n1 (stereo not given)
→ -0.2	7	3.2	1	0.0	3	0.1	-3	0.3	-0.9	-1.5
Cc1ccc(-c2nc(C#N)c(NCC3CCCO3)o2)cc1 (stereo not given)
→ 1.6	1	4.8	0	1.3	-2	-0.9	2	1.9	0.5	-0.6
CCOc1ccc(S(=O)(=O)NCCCn2ccnc2)cc1NC(C)=O
→ -0.2	5	1.1	7	1.1	2	-0.4	-1	0.3	-0.4	-0.7
COc1ccc(N(C)C(=O)Nc2ccc3c(c2)nnn3C)cc1
→ -0.7	-4	2.3	-5	5.3	5	1.7	-2	0.5	-2.3	-1.3
O=C(COC(=O)c1ccc(S(=O)(=O)NCc2ccco2)cc1)Nc1ccccc1
→ -3.0	2	-0.5	0	2.2	-2	0.1	1	0.4	0.3	-0.9
CCN(CC)C(=O)OCc1c(-c2cccc(OC)c2)ncc2ccccc12
→ -0.5	3	0.6	1	-0.9	15	-0.1	0	-0.4	-3.4	-1.1
Cc1nc(=O)c(-c2ccccc2)c(C)n1-c1cccc(C(=O)O)c1
→ -0.4	1	0.3	4	-0.5	6	0.5	1	0.4	2.0	-0.9
O=C1C(Cl)=C(N2CCCCC2)C(=O)N1c1ccccc1
→ -0.4	-3	0.9	-4	1.1	1	0.2	0	1.0	1.0	-1.5
Cc1cc(C)c(NC(=O)CN(C)CC(=O)N(C)CC(=O)Nc2c(Cl)cccc2Cl)c(C)c1
→ 1.0	-4	1.3	-1	-1.6	-2	0.0	-3	-0.3	0.0	-1.0
COc1cccc(-c2nn(C)c3sc(C(=O)NCc4ccccn4)cc23)c1
→ -0.6	4	-0.4	-7	-1.6	-3	-6.7	-2	3.6	-0.5	-1.8
Cc1ccsc1/C=C1/SC(=O)N(CC(=O)N2CCOCC2)C1=O
→ 0.3	2	1.8	4	4.7	3	-0.1	2	1.3	-0.6	-0.8
Cc1ccc(NC(=O)/C(=C\c2ccc3c(c2)OCO3)NC(=O)c2ccco2)cc1
→ -1.1	-2	2.7	1	-0.2	5	0.1	-3	-0.2	-2.4	-0.5
Cc1ccc(CS(=O)(=O)CC(C)(O)c2ccccc2)cc1 (stereo not given)
→ 0.1	-1	-0.6	1	0.9	1	0.7	-2	-1.4	-2.4	-1.2
CC(Oc1ccccc1)C(=O)OCC(=O)N1CC(=O)Nc2ccccc21 (stereo not given)
→ -0.1	-3	1.4	-7	4.9	-6	0.2	-1	0.7	-1.2	-1.0
CCOc1ccc(CN2CCN(Cc3cccn3-c3cccnc3)CC2CCO)cc1 (stereo not given)
→ -0.1	-5	0.6	-3	-2.5	-4	0.3	1	0.5	0.1	-0.9

# Among those listed so far, two have a CF3 group:
# Under each structure: DAX1 inh-1	GC-A act	FXN GAA850 act	GC-B act	hgDAF12 agonist	sPLA2-III inh	proKLK7 act	SMARCA2 activ	DAX1 inh-2	hcDAF12 agonist	ssDAF12 agonist
Cc1cccc(C)c1NC(=O)C1c2ccccc2OCC(=O)N1CC(F)(F)F (stereo not given)
→ 2.7	1	·	0	-2.4	-2	-0.1	1	·	1.6	-0.2
COC(=O)C1=C(C)N(Cc2ccc(C(F)(F)F)cc2)C(=NCc2ccccc2C(F)(F)F)NC1c1ccc(C(F)(F)F)cc1 (stereo not given)
→ -0.2	0	·	2	2.2	-10	1.1	1	·	-1.4	-0.7
